bIAP inhibitor: bovine intestinal alkaline phosphatase inhibitors, primary screen, selectivity assay for TNAP inhibitor project, biochemical, bovine IAP, CDP-star luminescence; purified bovine IAP, 30 min; inhibition, % at 20 µM; 190,000 tested, under 10 active;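 active = over 50% inhibition of intestinal alkaline phosphatase at 20 µM in the single-dose screen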
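Assay system – bovine IAP enzyme · Quantity – bovine IAP at 1/65,000,000 final dilution · Detection – CDP-star luminescence signal · Times – 30 min reaction at room temperature · Also added – CDP-star substrate at 30 µM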
FLuc stim CS: FLuc activators, initial screening, artefact control for FLuc-dependent activation tests, biochemical, ATPlite luminescence; AID 1027, 2008; ATPlite luciferase biochemical, 10 min; 0 = ATP-free wells, 1 = DMSO control; 200,000 tested, under 10 active; activation factor at 10 µM;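 active = luciferase activation factor, scaled between plate controls, of at least 2 with compound at 10 µM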
Target sequence (P08659 whole entry, looked up): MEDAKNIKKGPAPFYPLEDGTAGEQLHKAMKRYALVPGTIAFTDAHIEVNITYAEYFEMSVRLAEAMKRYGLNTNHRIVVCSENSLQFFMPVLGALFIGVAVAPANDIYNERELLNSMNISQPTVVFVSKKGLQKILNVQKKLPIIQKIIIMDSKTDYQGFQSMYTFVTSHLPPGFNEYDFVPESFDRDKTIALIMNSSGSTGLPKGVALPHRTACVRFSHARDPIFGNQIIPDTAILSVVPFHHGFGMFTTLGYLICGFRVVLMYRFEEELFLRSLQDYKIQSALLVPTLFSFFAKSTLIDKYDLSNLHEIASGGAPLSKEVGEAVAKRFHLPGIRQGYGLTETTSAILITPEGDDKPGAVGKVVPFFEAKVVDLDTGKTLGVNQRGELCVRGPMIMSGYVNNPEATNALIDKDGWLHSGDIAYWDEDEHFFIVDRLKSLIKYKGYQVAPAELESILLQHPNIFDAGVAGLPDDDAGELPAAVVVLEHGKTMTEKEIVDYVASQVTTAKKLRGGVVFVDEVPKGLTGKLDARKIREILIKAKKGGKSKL
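Assay system: Luciferase/luciferin detection reagent, cell-free biochemical luciferase assay / Read-out: luciferase activation / Benchmarks: No-ATP low control, compound-free enzyme-plus-ATP high control / Medium: PBS buffer for ATP / Detection: luminescence measurement of luciferase light output / Schedule: 10 min at ambient temperature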
TNAP inh no acc: human TNAP enzyme inhibitors, primary screen, biochemical, luminescent, no phosphate acceptor, uHTS | purified TNAP, CDP-star luminescence, 30 min | inhibition, % at 20 µM | 0.26% of 200,000 active | AID 1012, 2008;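 active = tissue-nonspecific alkaline phosphatase inhibition above about 50% at 20 µM in the single-dose screen, limit read from the data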;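 also: 0% = DMSO negative control and 100% = EDTA positive control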
Target sequence (P05186 whole entry, looked up): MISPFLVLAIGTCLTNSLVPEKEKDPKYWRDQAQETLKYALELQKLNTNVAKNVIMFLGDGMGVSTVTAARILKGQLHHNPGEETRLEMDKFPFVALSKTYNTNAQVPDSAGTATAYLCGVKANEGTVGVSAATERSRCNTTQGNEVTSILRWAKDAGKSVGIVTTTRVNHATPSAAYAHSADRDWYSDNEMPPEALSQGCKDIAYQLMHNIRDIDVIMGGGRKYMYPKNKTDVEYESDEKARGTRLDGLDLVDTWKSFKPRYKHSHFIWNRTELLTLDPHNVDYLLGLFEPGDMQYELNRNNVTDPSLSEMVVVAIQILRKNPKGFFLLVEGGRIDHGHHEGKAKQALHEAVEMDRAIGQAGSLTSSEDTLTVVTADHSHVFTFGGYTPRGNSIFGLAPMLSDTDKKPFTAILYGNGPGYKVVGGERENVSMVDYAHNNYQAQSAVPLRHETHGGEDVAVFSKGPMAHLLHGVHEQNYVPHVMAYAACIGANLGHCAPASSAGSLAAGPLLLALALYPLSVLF
bIAP act: bovine intestinal alkaline phosphatase activators, primary screen, biochemical, bovine IAP, CDP-star luminescence. purified bovine IAP, 30 min; hits give high values; fold of DMSO-control signal, blank-subtracted. activation factor at 20 µM. 0.17% of 200,000 active. AID 1016, 2008;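 active = activation factor of 2 or more at 20 µM, a signal rise over negative controls twice the positive control's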
TNAP act hiacc: TNAP activators at high phosphate acceptor level, primary screen, biochemical, luminescence, uHTS; Alkaline phosphatase, tissue-nonspecific isozyme (Homo sapiens), P05186; 200,000 tested, under 10 active; AID 1136, 2008; purified TNAP, CDP-star luminescence, 1 M DEA, 30 min; hits give high values; 0 = EDTA background, 1 = DMSO-only activity; activation factor at 20 µM;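 active = activation factor at least 2 at 20 µM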
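Test system – human TNAP · Doses – 20 µM single point · Incubation – 30 min, room temperature · Signal – luminescent substrate turnover signal · Read-out basis – activation factor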
TNAP inh hiacc: human TNAP enzyme inhibitors, primary screen, biochemical, luminescent, high phosphate acceptor level, uHTS; Alkaline phosphatase, tissue-nonspecific isozyme (Homo sapiens), P05186; purified TNAP, CDP-star luminescence, 1 M DEA; inhibition, % at 20 µM; 0.03% of 200,000 active; AID 1135, 2008;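 active = over 50% inhibition of tissue-nonspecific alkaline phosphatase at 20 µM in the single-dose screen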;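 also: plate controls were DMSO wells for no effect and EDTA-quenched wells as full inhibition for full effect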
FLuc inhib CS: firefly luciferase enzyme inhibitors, primary screen, artefact control for luciferase-based inhibitor screens, biochemical, luminescence, ATPLite. Luciferin 4-monooxygenase (Photinus pyralis), P08659. 10 min. inhibition, % at 10 µM. AID 1006, 2008. 1.5% of 200,000 active;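 active = inhibition above about 50% when tested at 10 µM, limit read from the data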
APP transl inh: inhibitors of APP translation via 5'UTR reporter, primary screen, APP 5'UTR luciferase, SH-SY5Y cells; SH-SY5Y APP 5'UTR-luciferase reporter, luminescence; inhibition, % at 2 µM; 0.82% of 190,000 active; AID 1285, 2008;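 active = inhibition above a set limit, derived from the sample mean plus 3 SD, cut at about 45% in these data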; also: values of inactives mirror those of a sister screen read the other way
L major viab: Leishmania major promastigote growth inhibition, primary screen; Leishmania major promastigotes, resazurin fluorescence viability; inhibition, % at 10 µM; 9% of 200,000 active; in the data active = inhibition above about 50%;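 also: promastigotes grown with compound for 44 hours at 28 °C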
RAM network inh: inhibitors of the yeast RAM network, primary screen, dse1pr::URA3 reporter, 5-FOA selection; S. cerevisiae dse1pr::URA3 reporter, 5-FOA growth OD615, 2 d; analog-sensitive cbk1-as2 kinase mutant strain; inhibition, % at 50 µM; 1.8% of 190,000 active;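 active = inhibition above a set limit, 3 SD over mean compound inhibition, cut at about 8.4% in these data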;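 also: 0% = DMSO-only wells with no growth and 100% = 10 µM 1-NA-PP1 full growth; inhibition rescues growth on 5-FOA so higher OD means more RAM inhibition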
Active calls of the source: *; . = not tested or not shown.

SMILES | bIAP inhibitor | FLuc stim CS | TNAP inh no acc | bIAP act | TNAP act hiacc | TNAP inh hiacc | FLuc inhib CS | APP transl inh | L major viab | RAM network inh
O=C(c1ccco1)N1C(=O)c2cccc3cccc1c23 | 7.9 | 1 | -5.7 | 0.9 | 1 | -2.0 | -0.1 | 14.5 | -3.9 | 2.8
Cc1nc2[nH]c(=S)[nH]c2cc1Br | -2.7 | 1 | -68.9 | 1 | 1 | 4.0 | 2.5 | -12.8 | -7.0 | 5.5
Cc1nn2c3c(cnc2c1-c1ccccc1)C(=O)CC(c1ccco1)C3 (stereo not given) | 8.5 | 0.9 | -3.3 | 0.9 | 1 | 3.2 | 7.0 | -47.3 | 3.5 | 3.4
Cc1ccc(-c2csc(N/N=C/C=C/c3ccccc3)n2)cc1 | -5.4 | 1 | -18.0 | 1.1 | 1 | 0.4 | -3.4 | -5.9 | 5.7 | 4.5
Cc1onc(-c2c(F)cccc2Cl)c1C(=O)N1CCN(c2ncccn2)CC1 | -1.3 | 1.1 | -8.8 | 1 | 1.1 | -8.3 | -7.3 | 7.2 | -6.8 | -0.7
O=C(N/N=C/c1ccccn1)c1ccc(Br)cc1 | -18.1 | 0.2 | 26.2 | 1.2 | 1 | 0.3 | 82.3* | -5.6 | 96.7* | 0.5
COc1ccc2cc(C(=O)NCc3ccco3)c(=O)oc2c1 | 9.1 | 0.5 | -10.7 | 0.9 | 1 | -2.4 | 45.6 | -48.1 | -2.3 | 2.4
Cc1cc(/C=C2\SC(=Nc3ccccc3)NC2=O)c(C)n1-c1ccc(S(N)(=O)=O)cc1 | 3.6 | 1 | -6.4 | 1 | 1 | 1.3 | -2.3 | 52.7* | 3.2 | 5.1
CCC1CCC2(CC1)NC(CO)(CO)CO2 (stereo not given) | 7.2 | 1 | -3.9 | 0.9 | 1 | -3.4 | -4.7 | 0.4 | -4.5 | -0.5
O=C(NCCCn1ccnc1)C(Cc1ccc([N+](=O)[O-])cc1)N1C(=O)c2ccccc2C1=O (stereo not given) | 12.9 | 1.1 | -6.8 | 0.9 | 1 | -3.0 | -6.4 | 7.0 | -2.9 | -0.5
Cc1cnnn1-c1ccc([N+](=O)[O-])cc1 | 6.5 | 1.1 | -7.4 | 0.9 | 1 | 2.7 | -6.7 | -36.6 | -4.1 | 3.6
COCCNCCCCOc1c(Cl)cc(C)cc1Br | -11.4 | 1 | -1.6 | 1.1 | 1 | 2.8 | -1.0 | 6.7 | 97.7* | -0.4

Full records as entered above:
`COCCNCCCCOc1c(Cl)cc(C)cc1Br` reads bIAP inhibitor = -11.4; FLuc stim CS = 1; TNAP inh no acc = -1.6; bIAP act = 1.1; TNAP act hiacc = 1; TNAP inh hiacc = 2.8; FLuc inhib CS = -1.0; APP transl inh = 6.7; L major viab = 97.7*; RAM network inh = -0.4
`CCC1CCC2(CC1)NC(CO)(CO)CO2` (stereo not given) reads bIAP inhibitor = 7.2; FLuc stim CS = 1; TNAP inh no acc = -3.9; bIAP act = 0.9; TNAP act hiacc = 1; TNAP inh hiacc = -3.4; FLuc inhib CS = -4.7; APP transl inh = 0.4; L major viab = -4.5; RAM network inh = -0.5

Next part:
SMILES | bIAP inhibitor | FLuc stim CS | TNAP inh no acc | bIAP act | TNAP act hiacc | TNAP inh hiacc | FLuc inhib CS | APP transl inh | L major viab | RAM network inh
Cc1ccc(S(=O)(=O)n2cc(-c3ccccc3)c(N)n2)cc1 | . | 1 | -7.1 | 0.5 | 1 | -4.4 | -1.6 | 6.9 | 9.0 | 3.6
COc1ccc(-c2[nH]ncc2/C=N/NC(=O)c2cc(Br)ccc2O)c(OC)c1 | 17.8 | 1 | -13.4 | 0.8 | 1 | 1.0 | -1.5 | . | 2.6 | -0.4
C=CCn1c(SCC(=O)Nc2cc(C)cc(C)c2)nnc1-c1cnccn1 | 5.6 | 1 | -8.4 | 0.9 | 1 | -2.0 | 1.4 | -9.9 | 6.2 | 4.8
CC(Oc1ccc(Br)cc1)C(=O)N1CCC(C(N)=O)CC1 (stereo not given) | -6.2 | 1.1 | -10.7 | 1.1 | 1 | -4.9 | -8.9 | -19.1 | -2.1 | 0.4
O=[N+]([O-])c1cc(C(F)(F)F)ccc1Oc1cccnc1[N+](=O)[O-] | -23.7 | 1.1 | -1.9 | 1.2 | 1.1 | -7.6 | -8.1 | 2.7 | 4.5 | 1.9
CN(C)S(=O)(=O)c1cccc(NC(=O)/C=C/c2ccccc2[N+](=O)[O-])c1 | 5.9 | 1 | -13.7 | 0.9 | 1 | -3.3 | -0.5 | -0.4 | -10.2 | 2.3
Nc1nc(NCC2CCCO2)nc(Nc2ccc(F)cc2)c1[N+](=O)[O-] (stereo not given) | -10.0 | 1.1 | 2.4 | 1.1 | 1 | 0.3 | -6.5 | -9.0 | -2.5 | 4.0
COc1cc(/C=N/NC(=O)c2cccnc2)ccc1OC(=O)c1ccc([N+](=O)[O-])cc1 | 1.9 | 1 | -4.8 | 1 | 1 | -0.4 | 3.4 | 3.6 | 8.7 | 1.1
Cc1csc2ncc(C(=O)Nc3ccon3)c(=O)n12 | 5.2 | 1 | -3.8 | 0.9 | 1 | -0.2 | 1.0 | 2.1 | 8.9 | 3.2
CC1CCCN(C(=O)c2ccncc2)C1 (stereo not given) | 13.9 | 1.1 | -14.2 | 0.9 | 1 | -3.6 | -6.2 | 11.6 | -3.3 | 2.6
COc1cc(NC(=O)c2ccccc2)c(OC)cc1NC(=O)CN1CCN(c2ccccn2)CC1 | 4.0 | 1 | 0.4 | 1 | 1 | -1.7 | 1.7 | -8.5 | -3.3 | 1.5
Cn1c(CNC(=O)c2cccs2)nnc1SCC(=O)Nc1ccc(Cl)cc1 | -4.4 | 1.1 | -8.8 | 1 | 1 | -2.8 | -6.0 | 7.4 | 0.0 | 1.1
COc1ccc(-n2cc(CN(C)C3CCOCC3)c(-c3cccc(F)c3)n2)cc1 | 5.0 | 1 | -1.4 | 0.9 | 1 | -1.6 | -2.9 | -2.6 | 16.1 | 1.3
CCOC(=O)c1ccc(N=C2SC(C(=O)NCCc3ccccc3)CC(=O)N2C)cc1 (stereo not given) | -9.9 | 1 | -11.4 | 1.1 | 1 | -4.0 | -3.2 | 14.0 | -9.3 | 9.5*
COc1cccc2cc(C(=O)NCCc3c[nH]c4ccccc34)c(=O)oc12 | 1.4 | 1 | 3.6 | 1 | 1 | 2.5 | -0.5 | -25.2 | -4.5 | 4.2
COc1ccc(Oc2nc3ccccc3n(C)c2=O)cc1 | 10.5 | 1.1 | -12.5 | 0.9 | 1.1 | -5.7 | -6.7 | -16.6 | 4.0 | 2.0
Cc1ccc(N2C(=O)C3C(C2=O)C(C(=O)c2ccc(Cl)cc2)N2CCCC32)cc1 (stereo not given) | -0.7 | 1 | -5.7 | 1 | 1 | 2.8 | -1.0 | -12.9 | 94.3* | -0.9
O=C(NCc1nc2ccccc2[nH]1)c1ccc([N+](=O)[O-])cc1 | 9.2 | 1 | -11.0 | 0.9 | 1 | -2.8 | -2.6 | 12.4 | 15.8 | -0.8
O=C1CC(NC(=O)C(F)(F)F)=NN1c1ccccc1 | 7.5 | 1.1 | -18.3 | 0.9 | 1.1 | -6.8 | -6.1 | -14.8 | -2.8 | 1.5
C=CCOc1c(CNc2ccc(C(=O)O)cc2)cccc1OC | 5.7 | 1.1 | -23.6 | 0.9 | 1 | -1.6 | -6.6 | 3.6 | -7.3 | 0.5
CCS(=O)(=O)c1ccc2oc(Nc3cccc(OC)c3)nc2c1 | -0.1 | 0.9 | -7.2 | 1 | 1 | 0.9 | 8.3 | -22.1 | 3.6 | 3.4
O=C(Nc1cccc2ccccc12)N1CCc2ccccc2C1 | 10.2 | 1 | -9.7 | 0.9 | 1 | -2.5 | 3.7 | -8.4 | -3.4 | 0.8
O=C1NCCCC1C(=O)NCCN1C(=O)CCC1=O (stereo not given) | -5.7 | 1 | 8.5 | 1.1 | 1 | -0.7 | -1.8 | -6.2 | -0.7 | 0.7
O=C1Nc2ccccc2/C1=N/N=C/c1ccc(-c2ccc([N+](=O)[O-])cc2)o1 | 25.5 | 1.1 | 11.6 | 0.7 | 0.8 | 15.1 | -5.9 | -0.1 | 6.0 | 2.6

Look-ups from the results shown:
`COc1cccc2cc(C(=O)NCCc3c[nH]c4ccccc34)c(=O)oc12` – TNAP act hiacc = 1
`C=CCOc1c(CNc2ccc(C(=O)O)cc2)cccc1OC` – TNAP inh no acc = -23.6

More results follow.
SMILES | bIAP inhibitor | FLuc stim CS | TNAP inh no acc | bIAP act | TNAP act hiacc | TNAP inh hiacc | FLuc inhib CS | APP transl inh | L major viab | RAM network inh
Cc1ccc(S(=O)(=O)Nc2ccc3c(c2)c2c(n3S(=O)(=O)c3ccc(C)cc3)CCCC2=O)cc1 | 34.4 | 1.1 | 2.9 | 0.7 | 1 | -0.9 | -8.9 | -7.2 | -1.2 | 6.1
COCCOC(=O)C1=C(C)NC(=O)NC1c1c(F)cccc1Cl (stereo not given) | 3.3 | 1.1 | -1.7 | 1 | 1.1 | -5.6 | -5.6 | 1.3 | 3.7 | 1.7
O=C(Cn1nc(Cl)nc1Cl)c1ccc2c(c1)OCCO2 | 14.5 | 1 | -7.8 | 0.9 | 1 | -2.4 | -1.6 | 1.3 | 1.9 | 3.1
Clc1ccc(Cc2noc(-c3cccs3)n2)cc1 | 12.9 | 1 | -3.3 | 0.9 | 1 | -0.6 | 0.1 | -33.9 | -11.1 | 2.9
c1ccc(NCCCNc2ccccc2)cc1 | 17.7 | 1 | -3.3 | 0.8 | 1 | 0.1 | -2.0 | -4.5 | -2.2 | -0.4
COC(=O)c1cnn2c(C)c(Cc3cccc(F)c3)c(C)nc12 | -9.0 | 1.1 | -7.0 | 1.1 | 1 | -3.8 | -8.3 | -15.1 | 4.7 | 0.6
CN1CCN(/N=C/c2nc(-c3ccc(Cl)cc3)n3ccccc23)CC1 | 1.8 | 1 | -3.1 | 1 | 1 | -0.3 | 2.8 | -6.4 | 8.6 | -1.0
Cc1sc2nc(CC(=O)N3CCCC3)[nH]c(=O)c2c1C | -10.2 | 1 | -7.9 | 1.1 | 1 | -1.6 | 0.6 | 0.3 | 1.1 | 0.4
CCOC(=O)C1C(=O)NC(N2CCN(CC)CC2)=NC1c1ccccc1 (stereo not given) | 12.6 | 1 | -13.1 | 0.9 | 1 | 0.4 | -3.2 | 20.3 | -11.6 | -0.1
O=C(/C=N/O)NCc1ccncc1 | 10.5 | 1.1 | -10.6 | 0.9 | 1 | -1.2 | -5.0 | -2.2 | 0.1 | 2.8
O=C(NC1CCCCC1)c1ccccc1-c1ccccc1 | 11.9 | 1.1 | 7.2 | 0.9 | 1 | 1.0 | -6.0 | -7.9 | 7.7 | -0.4

Screening results as filed in PubChem BioAssay.
